Compound activity from PubChem BioAssay.
Ba/F3 V617F tox: reduced viability of JAK2V617F-dependent Ba/F3 cells, primary screen, JAK2V617F inhibitor project, cell-based, Ba/F3 EpoR-JAK2V617F, luminescence; ATP luminescence; inhibition, % at 5.6 µM; actives 1.1% (n = 220,000); AID 1446, 2008;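 active means inhibition above the campaign mean plus 3 SD over all tested compounds, cut at about 24% in these data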;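 further: cytokine-independent growth of Ba/F3 cells driven by EpoR plus mutant JAK2; 0% = DMSO-treated cells and 100% = JAK inhibitor I control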
NPY Y1 blocker: NPY-Y1 receptor antagonists, primary screen, cell-based. actives 1% (n = 200,000). AID 1040, 2008. inhibition, % at 3.6 µM. Neuropeptide Y receptor type 1 (Homo sapiens), P25929. HEK293-CNG Y1 cells, membrane potential fluorescence; NPY at EC95, then isoproterenol;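 active means inhibition above the campaign mean inhibition of all tested compounds plus 3 SD, cut at about 20% in these data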;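 further: 0% = DMSO wells given NPY plus isoproterenol and 100% = isoproterenol alone without NPY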
Target sequence (P25929 whole entry, looked up): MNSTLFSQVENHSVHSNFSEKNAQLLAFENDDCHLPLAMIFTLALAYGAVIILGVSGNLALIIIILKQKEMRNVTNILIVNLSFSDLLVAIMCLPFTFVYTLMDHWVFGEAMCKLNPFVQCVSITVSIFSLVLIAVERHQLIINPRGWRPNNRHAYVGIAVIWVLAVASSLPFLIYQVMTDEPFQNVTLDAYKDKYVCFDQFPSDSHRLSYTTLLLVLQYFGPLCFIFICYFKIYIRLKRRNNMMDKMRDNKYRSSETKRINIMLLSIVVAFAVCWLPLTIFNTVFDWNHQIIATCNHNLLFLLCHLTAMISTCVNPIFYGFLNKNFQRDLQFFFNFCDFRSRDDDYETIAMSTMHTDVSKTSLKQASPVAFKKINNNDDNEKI
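Test system: HEK293 cells co-expressing NPY Y1 receptor and cyclic-nucleotide gated channel; Also added: NPY (25 nM), isoproterenol (1 µM), Ro 20-1724 (25 µM); Compound dosing: one concentration, 3.6 µM, in 0.4% DMSO; Timing: dye 3 h, compound 60 min room temperature, stimulation 45 min; Technique: Membrane-potential fluorescent dye readout.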
RBBP9 inhibitor: human RBBP9 inhibitors, primary screen, biochemical, fluorescence polarization, FP-Rh probe, HTS | Serine hydrolase RBBP9 (Homo sapiens), O75884 | recombinant RBBP9 | inhibition, % at 7.94 µM | actives 0.2% (n = 220,000) | AID 1515, 2009;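 active means inhibition above the campaign mean of all tested compounds plus 3 SD, cut at about 14% in these data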;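 further: plate controls were DMSO wells with RBBP9 for no effect and wells lacking RBBP9 protein for full effect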
Target sequence (O75884 whole entry, looked up): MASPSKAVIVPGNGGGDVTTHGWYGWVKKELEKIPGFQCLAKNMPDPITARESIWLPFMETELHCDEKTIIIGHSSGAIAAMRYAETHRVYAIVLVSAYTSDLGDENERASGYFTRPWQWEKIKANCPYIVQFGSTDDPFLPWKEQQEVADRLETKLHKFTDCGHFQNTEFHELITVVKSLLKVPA
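System: RBBP9 protein | Quantity: 2.5 µM RBBP9 dispensing solution, before mixing | Reagent: FP-Rh probe, 375 nM dispensing solution | Timing: Enzyme-compound preincubation 30 min, then probe labeling 45 min, 25 °C | Measured by: Fluorescence polarization | Read-out: % inhibition | Replication: One well per compound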
NPY2 pot ag: NPY-Y2 potentiators or agonists, primary screen, cell-based; Neuropeptide Y receptor type 2 (Homo sapiens), P49146; cells expressing NPY-Y2, potentiator/agonist read-out; activation, % at 3.6 µM; actives 0.45% (n = 220,000); AID 1359, 2008; in the data active means activation above about 27%;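 further: cells stimulated with NPY near EC25 plus isoproterenol at EC100; 0% = vehicle plus submaximal agonist and 100% = vehicle plus saturating agonist; some results beyond the cut were filed as inactive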
BaF3 tox: parental Ba/F3 cell viability inhibition, counter-screen for JAK2V617F inhibitor project, murine pro-B, CellTiter-Glo luminescence. CellTiter-Glo ATP luminescence. inhibition, % at 5.6 µM. actives 1.1% (n = 220,000);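 active means inhibition above a per-campaign cutoff, the mean inhibition of all tested compounds plus 3 SD, cut at about 27% in these data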;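 further: 0% = DMSO wells and 100% = JAK Inhibitor I control wells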
S1P4 ag: S1P4 receptor agonists, primary screen, cell-based; S1P4-expressing cell line, agonist reporter assay; Sphingosine 1-phosphate receptor 4 (Homo sapiens), O95977; activation, % at 4.98 µM; actives 0.35% (n = 220,000); in the data active means activation above about 11%;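 further: 0% = DMSO vehicle and 100% = reference agonist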
Target sequence (O95977 whole entry, looked up): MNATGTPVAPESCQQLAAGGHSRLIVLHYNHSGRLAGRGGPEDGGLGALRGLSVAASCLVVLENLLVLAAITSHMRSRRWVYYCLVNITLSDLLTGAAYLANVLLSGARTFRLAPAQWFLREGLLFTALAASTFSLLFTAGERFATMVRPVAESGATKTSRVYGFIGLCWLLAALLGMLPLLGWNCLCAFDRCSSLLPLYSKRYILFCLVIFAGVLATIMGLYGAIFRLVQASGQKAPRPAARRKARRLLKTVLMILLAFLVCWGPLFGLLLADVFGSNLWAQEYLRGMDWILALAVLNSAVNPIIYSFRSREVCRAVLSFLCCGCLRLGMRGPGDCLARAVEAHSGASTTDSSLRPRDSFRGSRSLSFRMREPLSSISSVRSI
S1P4 antagonist: S1P4 receptor antagonists, primary screen, cell-based. inhibition, % at 4.98 µM. AID 1510, 2009. actives 0.26% (n = 220,000). Sphingosine 1-phosphate receptor 4 (Homo sapiens), O95977. S1P4-expressing cells, antagonist mode, reporter read-out; in the data active means inhibition above about 29%;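 further: 0% = wells stimulated with agonist and 100% = vehicle wells without agonist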
Runt-CBFb FRET: inhibitors of RUNX1 Runt–CBFb binding, primary screen, biochemical, FRET, Cerulean-Runt, Venus-CBFb, uHTS; Runt-related transcription factor 1 (Homo sapiens) + Core-binding factor subunit beta …; Cerulean-Runt/Venus-CBFb FRET ratio 530/480, 1 h; inhibition, % at 20 µM; actives 0.46% (n = 220,000);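 active means inhibition over about 50% at 20 µM in the single-dose screen, limit read from the data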;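 further: 0% = DMSO wells and 100% = excess unlabeled CBFb competitor control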
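Measured by: fluorescence energy transfer, 422 nm excitation, 530/480 nm emission; test system: Cerulean-tagged RUNX1 Runt domain (FRET donor) fusion protein; buffer or medium: Tris pH 7.5 buffer with BSA; compound: one dose, 20 µM compound, 1% DMSO; times: two 1 h room-temperature incubations shielded from light; benchmarks: unlabeled CBFb 5 µM, positive control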
NPY-Y1 PAM-ag: NPY-Y1 receptor potentiators or agonists, primary screen, cell-based. NPY-Y1 expressing cells, potentiator/agonist activation. AID 1304, 2008. Neuropeptide Y receptor type 1 (Homo sapiens), P25929. actives 0.37% (n = 220,000). activation, % at 3.6 µM; in the data active means activation above about 33%, passing the limit was not always enough;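 further: cells stimulated with NPY at EC10 then isoproterenol at EC100; 0% = low agonist plus stimulus and 100% = saturating agonist plus stimulus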
* = called active by the depositor; nt = not tested or not shown. Compounds as they come (roughly 3.6% active in at least one column).

SMILES | Ba/F3 V617F tox | NPY Y1 blocker | RBBP9 inhibitor | NPY2 pot ag | BaF3 tox | S1P4 ag | S1P4 antagonist | Runt-CBFb FRET | NPY-Y1 PAM-ag
NC12CCc3c(no[n+]3[O-])C1(O)CC(c1ccccc1)=[N+]2[O-] (centres undefined) | 3.1 | -4.5 | 2.9 | 8.1 | 3.1 | -0.3 | 0.6 | 0.1 | -8.1
Cc1sc2ncn(CC(=O)NCCCOC(C)C)c(=O)c2c1S(=O)(=O)N1CCN(c2ncccn2)CC1 | 1.2 | -3.6 | 5.1 | -0.7 | 2.8 | 0.0 | -0.9 | -1.5 | -4.5
Oc1ccc[n+](CCCCC[n+]2cccc(O)c2)c1 | -2.6 | nt | -5.7 | -13.5 | -2.9 | 2.3 | -19.3 | 1.8 | 2.2
O=C(/C=C/c1ccccc1)C1C(=O)c2ccccc2C1=O | -2.8 | 4.2 | -8.8 | 6.1 | 1.2 | 0.1 | -0.7 | 2.3 | -32.4
CNS(=O)(=O)c1cnccc1N1CCN(c2cccc(C(F)(F)F)c2)CC1 | -2.0 | 5.2 | -2.6 | -33.7 | -0.2 | -0.9 | 14.8 | -6.9 | 31.9
COc1ccc(CNC2CC(=O)N(C)C2=O)cc1 (centres undefined) | -3.2 | -3.1 | -0.6 | 11.9 | 3.2 | -0.8 | -11.5 | -1.2 | 6.9
CC(C)N(C(=O)CC1ON(C)C(=O)N1c1ccc(Cl)cc1)C(C)C (centres undefined) | -1.5 | 7.1 | -2.9 | 1.6 | 4.6 | 0.2 | -23.8 | 0.1 | -3.7
COc1ccccc1N1CCN(C(=O)CCNS(=O)(=O)c2ccc3c(c2)CCC(=O)N3)CC1 | -1.7 | -1.3 | -6.2 | 3.9 | 1.0 | 1.1 | -26.9 | 4.4 | -9.9
CCOC(=O)c1sc2nc3c(SCC(=O)O)cc(C(=O)c4cc(F)ccc4O)cn3c(=O)c2c1C | -3.0 | -4.5 | -23.8 | -10.4 | -1.6 | -0.7 | -7.7 | -0.2 | -1.6
Cc1cc(CNC(=O)c2cc(Br)ccc2Cl)nn1C | -1.5 | 5.9 | -11.4 | 12.7 | 2.2 | 1.0 | -24.6 | -0.5 | 0.2
S=c1[nH]nc(-c2cc(-c3ccccc3)n[nH]2)n1/N=C/c1ccc(Cl)c(Cl)c1 | -2.8 | nt | -3.0 | -20.4 | -0.2 | 0.9 | -3.0 | 9.5 | -43.6
O=C(CN1CCC(c2nc3ccccc3s2)CC1)NCc1cccs1 | 7.4 | 1.0 | -10.7 | 3.7 | 5.3 | 1.1 | -29.9 | 0.1 | -62.7
O=C(CSc1nccc(=O)[nH]1)Nc1ccc(S(=O)(=O)N2CCOCC2)cc1 | 2.1 | 0.0 | -13.9 | 0.4 | 2.9 | -1.3 | -9.9 | 1.3 | -3.5
COc1ccccc1-c1nnc(N(C)C(=O)C2CCCO2)s1 (centres undefined) | -1.9 | 5.5 | 1.2 | 3.5 | 4.8 | -2.5 | 5.9 | 0.3 | 4.1
C=CCN1CN(Cc2ccco2)CNC1=S | -3.1 | -3.4 | 0.3 | 9.9 | 2.6 | 0.3 | -2.5 | 0.5 | 17.5
CS(=O)(=O)c1cnc(-c2ccccc2)nc1Oc1ccc(Cl)cc1 | -0.1 | 6.7 | 1.0 | 3.5 | 4.0 | 0.0 | -19.5 | -0.4 | -5.1
C=CCN1C(=O)N/C(=C/c2ccc(C)o2)C1=O | 0.1 | 0.3 | 2.3 | 0.6 | 2.4 | 0.4 | -14.7 | 20.1 | -12.6
O=C(CCCCn1c(=O)[nH]c2ccccc2c1=O)N1CCN(c2ncccn2)CC1 | -0.6 | 4.0 | -4.5 | 20.1 | 3.3 | 3.0 | -17.0 | -1.4 | 3.3
CCOCC(O)CNc1ccccc1 (centres undefined) | -0.5 | 3.0 | -2.8 | 1.0 | 7.6 | 0.7 | -12.0 | 1.4 | -8.0
COC(=O)c1ccc(C(=O)OC)c(NC(=O)N2c3ccccc3Sc3ccccc32)c1 | -3.2 | -3.5 | 1.4 | 14.5 | -3.3 | -0.6 | 6.6 | 4.4 | 0.8
CCc1cc2c(-c3ccccc3)cc(=O)oc2c(CN2CCOCC2)c1O | 1.1 | 3.9 | 0.3 | 1.5 | 3.4 | 1.8 | -4.7 | -55.7 | -0.5
CCC1S/C(=C(\C#N)C(=O)NCc2ccco2)N(c2ccc(Br)cc2)C1=O (centres undefined) | -0.9 | -0.9 | -2.4 | 1.2 | 5.2 | 0.0 | 8.9 | 4.1 | 12.1
c1ccc2sc(NC3=NCN(CC4CCCO4)CN3)nc2c1 (centres undefined) | -3.4 | 0.8 | 2.1 | 5.1 | -5.5 | -0.6 | -23.3 | 1.1 | 8.4
COc1ccc(C2OCC3(CO2)SC(=O)NC3=O)cc1OC (centres undefined) | -1.0 | 9.0 | -8.2 | 5.6 | 5.2 | -1.3 | 9.6 | -0.2 | 11.6
CN(Cc1cn(-c2ccccc2)nc1-c1ccc(Cl)cc1)C(=O)CCC(=O)O | 3.7 | 5.6 | -0.9 | 9.7 | 8.3 | -0.7 | -15.2 | -1.3 | -2.0
O=C([C@H](Cc1ccccc1)NS(=O)(=O)c1ccc(Cl)cc1)N1CC[C@@]2(O)CCCC[C@H]2C1 | 4.9 | 13.1 | -13.8 | -6.8 | 3.2 | -0.5 | -11.4 | -0.7 | -4.3
CCOc1ccc2nc(NC(=S)NCc3ccccc3)sc2c1 | 3.5 | 7.3 | -7.0 | -4.0 | 4.4 | 2.1 | -5.5 | 24.9 | -26.3
c1ccc(-n2nnnc2SCc2cn3cccnc3n2)cc1 | -0.2 | 1.4 | 3.6 | -20.3 | 4.2 | 0.3 | -2.7 | 1.3 | -22.6
COc1ccc(CCNC(=O)CSc2nc3[nH]ncc3c(=O)n2-c2ccc(C)c(Cl)c2)cc1OC | 4.3 | -5.7 | -6.1 | 1.0 | 7.5 | -3.2 | 2.6 | -5.6 | 12.8
CCc1nnc(NS(=O)(=O)c2ccc(NC(=S)NC(=O)/C=C/c3ccc(OC)cc3)cc2)s1 | -2.2 | 0.6 | -7.5 | 9.9 | 5.1 | 0.9 | -0.6 | -1.4 | -5.8
Oc1c(Cl)cc(Cl)cc1Sc1cc(Cl)cc(Cl)c1O | 0.8 | 1.1 | -4.8 | 30.1 | 8.1 | 0.2 | -1.0 | 3.7 | 34.8
COc1ccc(C(=O)CCN2CCCCCC2)cc1 | -2.3 | -0.2 | 0.6 | -8.9 | -0.7 | 0.2 | -11.6 | 0.8 | 15.1
COC(=O)c1ccc(Cn2cnc3c(cnn3-c3ccc(Cl)cc3)c2=O)o1 | 3.3 | 6.9 | 0.8 | -4.8 | 5.7 | -0.8 | 8.4 | -4.8 | -12.6
Cc1ccc(S(=O)(=O)N2CC=C(C(=O)NCCC(C)C)CC2)cc1 | -2.5 | nt | -11.5 | -3.1 | 2.2 | 2.2 | 0.6 | -0.1 | 0.1
CC(=O)Nc1nc2c(ncn2COCCOC(C)=O)c(=O)[nH]1 | 0.3 | 1.4 | -12.2 | -4.3 | 5.7 | 0.1 | -29.4 | -0.6 | -11.2
CSc1ccc(/C=C/C(=O)NC23CC4CC(CC(C4)C2)C3)cc1 | -2.9 | 2.2 | -8.5 | 11.6 | 2.1 | 2.0 | -1.4 | -2.1 | 9.0
Cc1ccc(NC(=O)CC2S/C(=N/N=C/c3ccco3)NC2=O)cc1Cl (centres undefined) | 1.3 | -1.3 | -8.6 | -6.3 | 6.2 | 2.0 | -20.2 | 1.6 | 23.3
N#C/C=C1\Sc2ccccc2C(=O)N1CC(=O)N1CCN(S(=O)(=O)c2ccccc2)CC1 | -1.1 | 1.6 | -12.7 | 12.6 | 3.7 | -0.7 | 2.5 | 9.7 | 8.5
Fc1ccc(/C=C/c2nnc(-c3cccs3)o2)cc1 | 0.8 | 6.8 | 0.7 | -13.7 | 4.0 | 2.2 | 2.0 | -1.1 | -31.0
O=c1[nH]c(SCc2nc3ccccc3n2Cc2ccccc2)nc2ccccc12 | -4.6 | 15.9 | 0.3 | -4.7 | 2.6 | -1.0 | 17.4 | -4.9 | -12.2
O=C(COc1ccc(Cl)cc1)N1CCN(c2cccc(C(F)(F)F)c2)CC1 | -4.0 | 12.9 | -0.5 | -20.6 | 1.6 | 2.2 | -1.0 | -1.2 | 6.4
O=C(NCc1cn2ccsc2n1)Nc1ccc(Cl)cc1 | -2.0 | -1.4 | 1.5 | 10.7 | 0.5 | -0.4 | -10.1 | -1.1 | 5.9
CCCc1cc(C(=O)Nc2nnc(C)s2)cs1 | 1.3 | -3.0 | -15.5 | 9.3 | 5.0 | 0.2 | -17.5 | 19.6 | 18.2
CCOC(=O)C1=C(C)NC(=S)NC1c1ccc(OC(=O)c2ccco2)cc1 (centres undefined) | 0.9 | 6.0 | -3.7 | -3.8 | 5.3 | -0.4 | 7.5 | -0.5 | -17.8
O=C(Nc1ccc2ccccc2c1)/C(=C/c1cccc(Br)c1)NC(=O)c1ccco1 | 2.0 | 7.1 | -12.4 | -3.4 | 3.5 | 0.6 | -3.4 | -1.8 | -14.6
COc1ccc(C(=O)OCC(=O)Nc2sccc2C(N)=O)cc1OC | -4.4 | nt | -7.1 | 17.1 | 1.8 | -0.6 | -12.3 | -0.7 | -6.9
Nc1nc(-c2ccc(Cl)cc2)nn1C(=O)c1cccnc1 | 0.4 | 3.7 | -6.2 | -10.9 | 4.3 | 0.6 | 9.9 | -0.7 | -0.4
CCCCC(=O)NC(c1cccs1)c1cc(Cl)c2cccnc2c1O (centres undefined) | -0.3 | -2.6 | -7.8 | -7.1 | 0.6 | -0.5 | 2.1 | -12.9 | -21.1
CCc1nn(CC(=O)NCCCN(CC)c2cccc(C)c2)c(=O)c2cc3occc3n12 | -1.2 | 6.4 | -9.6 | -0.8 | 5.3 | 1.6 | -26.2 | 0.7 | 2.0
